Source: PubChem (National Center for Advancing Translational Sciences (NCATS))
GLP1R cytotox: cytotoxicity counter-screen for GLP-1 receptor inverse agonists. HEK293 cAMP-luciferase reporter cells, luminescence, 24 h. hit rate 0.13% among 410,000. AID 624418. Potency, µM (highest dose often 38.3 µM), inactives show at the highest dose activity change, negative = inhibition, actives largely listed as inhibitors;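 note: loss of luciferase light is scored as toxicity; % is set by controls: 0 for no effect and ±100 for the full control effect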
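A 23 nL compound transfer followed 12 hours of cell culture at 37 deg C; exposure then lasted 24 hr. Luciferase assay detection reagent was dispensed and plates read for luminescence after a 12 min room-temperature wait.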
PTHR1 ag: agonists of human PTHR1 parathyroid hormone receptor; Potency, µM (series often up to 115 µM), for the others: at the top dose activation, most hits filed as activators; hit rate 0.075% among 410,000; HEK293 GP2 PTHR1 cells, GloSensor cAMP luminescence, 1 h; Q03431; note: nearly all actives have a fitted effect of over 55% in size; some results filed as inactive show a strong effect at the top dose; inactives centre near -15; many of its hits are not listed in these tables
Target sequence (Q03431 whole entry, looked up): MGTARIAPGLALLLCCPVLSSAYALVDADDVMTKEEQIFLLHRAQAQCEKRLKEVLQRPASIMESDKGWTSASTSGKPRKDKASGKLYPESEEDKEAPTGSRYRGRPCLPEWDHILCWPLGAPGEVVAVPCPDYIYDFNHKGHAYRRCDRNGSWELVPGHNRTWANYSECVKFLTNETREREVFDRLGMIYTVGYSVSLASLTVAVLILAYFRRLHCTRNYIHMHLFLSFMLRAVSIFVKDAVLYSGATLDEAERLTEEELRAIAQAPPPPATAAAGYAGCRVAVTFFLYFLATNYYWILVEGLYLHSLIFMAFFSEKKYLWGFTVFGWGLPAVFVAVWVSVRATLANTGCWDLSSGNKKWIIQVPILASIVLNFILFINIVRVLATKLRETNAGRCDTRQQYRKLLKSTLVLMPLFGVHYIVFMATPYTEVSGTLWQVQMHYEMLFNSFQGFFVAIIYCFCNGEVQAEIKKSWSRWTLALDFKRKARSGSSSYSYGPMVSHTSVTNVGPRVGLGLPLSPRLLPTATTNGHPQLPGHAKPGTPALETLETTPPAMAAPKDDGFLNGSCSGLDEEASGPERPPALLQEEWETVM
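HEK-293-derived GP2 cells expressing PTHR1 and a GloSensor cAMP reporter, 3,000/well, plated overnight, given luciferin plus IBMX (each 0.5 mM as added) for 1 h at 37 °C, then compound for 1 h at 37 °C. Luminescence was read after 15 min at room temperature.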
GLP1R inv ag: GLP-1 receptor (human) inverse agonism; P43220; HEK293 GLP-1R CRE-luciferase, luminescence, 24 h; GLP-1R form is constitutively active; Potency, µM (series often up to 38.3 µM), for the others: at the highest dose activity change, negative = inhibition, usual class: inhibitors; hit rate 1.6% among 410,000; note: % is set by controls: 0 for no effect and ±100 for the full control effect; nearly all actives have a fitted effect of over 55% in size
Target sequence (P43220 whole entry, looked up): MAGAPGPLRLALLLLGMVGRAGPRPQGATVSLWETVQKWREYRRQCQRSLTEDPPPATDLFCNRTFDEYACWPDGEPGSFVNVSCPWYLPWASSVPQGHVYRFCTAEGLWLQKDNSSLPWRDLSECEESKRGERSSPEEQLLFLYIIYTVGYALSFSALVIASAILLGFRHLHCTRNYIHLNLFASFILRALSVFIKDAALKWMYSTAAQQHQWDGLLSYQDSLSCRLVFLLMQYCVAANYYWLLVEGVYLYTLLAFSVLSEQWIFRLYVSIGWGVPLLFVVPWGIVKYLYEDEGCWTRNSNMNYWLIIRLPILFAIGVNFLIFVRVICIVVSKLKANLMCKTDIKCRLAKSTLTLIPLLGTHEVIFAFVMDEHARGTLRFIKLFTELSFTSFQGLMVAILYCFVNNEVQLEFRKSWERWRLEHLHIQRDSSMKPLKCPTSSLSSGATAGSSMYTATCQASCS
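HEK293 cells stably co-expressing a cAMP-responsive luciferase reporter and constitutively active GLP-1R were seeded, incubated 12 h, then exposed to compounds for 24 h at 37 C. Luminescence was read 12 min after detection reagent; inverse agonists lower signal.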
The depositor's hits bear a star; i = inactive; ? = inconclusive; [ ] = dose if it differs, or a comment. Calls come from the whole dose curve; as a rule, active = well fitted curve in the direction sought with a large enough effect; inconclusive = small, poorly fitted or top-dose-only effect, or another doubt; inactive = no such curve, though single readings can be large; an effect the other way counts as inactive or inconclusive. Potency is the fitted concentration of half-maximal effect. A portion of the library (hit frequency here may not be typical).

SMILES | GLP1R cytotox | PTHR1 ag | GLP1R inv ag
Cc1cccc(C(=O)Nc2cccc(OCc3cc(=O)n4ccccc4n3)c2)c1 | -9% | i | -6%
CCc1ccc(NC(=O)CCc2c(C)nn(-c3ccc(N4CCCC4)nn3)c2C)cc1 | -2% | -1% | 3%
Cc1ccc(CNC(=O)Cc2ccc(NC(=O)N3CCSc4ncccc43)cc2)cc1 | 4% | i | -13%
Cn1c(=O)c2sccc2n2c(CCCC(=O)NC3CCCCC3)nnc12 | -6% | 26% | -8%
COc1cccc(NC(=O)Cn2c(=O)n(CC(=O)NCc3ccc(C)cc3)c(=O)c3sccc32)c1 | 3% | i | 3%
COc1ccc(Nc2ncc3c(n2)CCN(Cc2cccc(F)c2F)C3)c(OC)c1 | 1% | -17% | 4%
Cc1ccc(NC(=O)C(=O)NCCc2sc(-c3ccc(Cl)cc3)nc2C)cc1C | 3% | -1% | 8%
Cc1cc(C)nc(-n2nc(C)c3c2N(Cc2ccccc2C)C(=O)CC3c2ccc(Cl)cc2)n1 (centres undefined) | 19% | -13% | 5%
O=c1c2cn[nH]c2nc(SCc2cccc(Br)c2)n1-c1ccc(Cl)cc1 | 3% | -35%[inhibitor] | 11%
Cc1ccc(-c2nc(SCC(=O)NCC3CCCO3)c3c(=O)n(C)c(=O)n(C)c3n2)cc1 (centres undefined) | 2% | i | 6%
Cc1ccc(CCNC(=O)c2nnc(Cc3cccc(F)c3)o2)cc1 | 1% | i | -26%
CCCOc1ccc(CNC(=O)c2ccc(-n3c(C)cc4c3CCC(C)C4)cc2)cc1 (centres undefined) | -7% | i | 0%
Cc1nn(Cc2ccc(F)cc2)c(C)c1NC(=O)c1cc(CC(C)C)on1 | 2% | -36%[inhibitor] | ?
COc1cccc(Cn2nnc3c(=O)[nH]c(C4CCCN(C(=O)c5ccc(C)cc5)C4)nc32)c1 (centres undefined) | -15% | 23% | 3%
CCOc1ccc(NC(=O)Cn2c(CCC(=O)O)ccc2-c2ccc(C)cc2)cc1 | 0% | 4% | -26%
O=S(=O)(NCc1ccc(F)cc1)c1ccc2[nH]c3c(c2c1)CCCC3 | -12% | i | ?
Cn1nccc1C(=O)NCc1ccc2c(c1)CCN2C(=O)c1ccc(Cl)cc1 | 1% | -13% | 1%
CCOc1ccccc1NC(=O)Cn1c(=O)n(Cc2ccccc2)c(=O)c2c(C)c(C(=O)N(C)C)sc21 | -8% | i | 4%
Cc1ccccc1CNC(=O)c1ccc(NC(=O)N2CCCCc3ccccc32)cc1 | 2% | -17% | 2%
CCOc1ccc(-c2nc3c(c(SCC(=O)N4CCCCC4)n2)Cc2cccc(OC)c2O3)cc1 | -14% | i | 5%
CCOc1ccc(NC(=O)C2CCN(c3nnc(-n4c(C)ccc4C)s3)CC2)cc1 | 0% | -74%[inhibitor] | 10%
Cc1cc2c(cc1S(=O)(=O)N(C)CC(=O)Nc1cccc(C#N)c1)OCC(=O)N2 | 11% | i | 5%
COC(=O)c1c(SC)nc2ccccc2c1OCc1cccc(C)c1 | 1% | -24% | -29%
O=C(NCCC1=CCCCC1)c1ccc2c(c1)ncn2-c1cccc(Cl)c1 | -6% | -15% | 17%
CCOCCCNC(=O)CN1C(=O)c2c(c3ccccc3n2C)C1c1ccc(OC)cc1 (centres undefined) | -1% | i | 11%
CCN(CC)CCCNC(=O)c1ccc2nc(N3CCCCC3)sc2c1 | -2% | -19% | ?
O=C(Cn1ncc2c([nH]c3ccccc32)c1=O)Nc1cccc(C(F)(F)F)c1 | 16% | i | 10%
COc1ccccc1C(=O)NC1=NC(c2ccc(Br)cc2)CC(=O)N1 (centres undefined) | -4% | -88%[inhibitor] | 1%
CC(C)(C)C(=O)Nc1cc(-c2cccc(Br)c2)nn1-c1ccccc1 | 7% | i | ?
CCSc1ncc(Cl)c(C(=O)Nc2nc3ccc(S(C)(=O)=O)cc3s2)n1 | 1% | 5% | 12%

Structures from the list above with an aryl methoxy group:
SMILES | GLP1R cytotox | PTHR1 ag | GLP1R inv ag
COc1cccc(NC(=O)Cn2c(=O)n(CC(=O)NCc3ccc(C)cc3)c(=O)c3sccc32)c1 | 3% | i | 3%
COc1ccc(Nc2ncc3c(n2)CCN(Cc2cccc(F)c2F)C3)c(OC)c1 | 1% | -17% | 4%
COc1cccc(Cn2nnc3c(=O)[nH]c(C4CCCN(C(=O)c5ccc(C)cc5)C4)nc32)c1 (centres undefined) | -15% | 23% | 3%
CCOc1ccc(-c2nc3c(c(SCC(=O)N4CCCCC4)n2)Cc2cccc(OC)c2O3)cc1 | -14% | i | 5%
CCOCCCNC(=O)CN1C(=O)c2c(c3ccccc3n2C)C1c1ccc(OC)cc1 (centres undefined) | -1% | i | 11%
COc1ccccc1C(=O)NC1=NC(c2ccc(Br)cc2)CC(=O)N1 (centres undefined) | -4% | -88%[inhibitor] | 1%

(more compounds)
SMILES | GLP1R cytotox | PTHR1 ag | GLP1R inv ag
CCOc1ccc(CCNc2ncnc3onc(-c4ccc(F)cc4)c23)cc1OCC | 27% | -17% | 4%
COc1ccc(C(=O)Nc2nc3n(n2)C(c2ccccc2)C=C(c2ccccc2)N3)cc1 (centres undefined) | 402%[activator] | -33%[inhibitor] | 12%
COc1ccc(C(=O)NCC(=O)OCc2cc(=O)n3nc(C4CCCCC4)sc3n2)cc1 | -1% | -1% | -5%
Cn1nnc2c(N3CCCCC3)ncnc21 | 3% | i | 22%
CCC1CN(C(=O)C2CCN(S(=O)(=O)c3c(C)noc3/C=C/c3ccccc3F)CC2)c2cc(C)ccc2O1 (centres undefined) | 2% | 0% | 12%
Cc1ccc(NC(=O)CCn2cnc3onc(-c4ccc(F)cc4)c3c2=O)c(Br)c1 | -1% | i | 8%
Cn1c(=O)c2c(-c3ccc(Cl)cc3)n(Cc3ccc(Cl)cc3)cc2n(C)c1=O | 1% | i | 6%
Cc1ccc(CN(Cc2cccn2-c2nnc(N3CCCC3=O)s2)C(=O)Nc2cc(C)cc(C)c2)cc1 | -1% | i | 7%
COc1ccc(NC(=O)CSc2nccn2C2CCCC2)cc1OC | 2% | -5% | -7%
O=C(CCS(=O)(=O)c1nc(-c2cccs2)cc(C(F)(F)F)n1)Nc1ccc(F)c(Cl)c1 | -18% | -37%[inhibitor] | ?
CCCOc1ccc(C2c3c(-c4ccccc4O)n[nH]c3C(=O)N2Cc2cccnc2)cc1 (centres undefined) | -10% | -2% | -19%
Cc1cc(Br)ccc1NC(=O)C1CCN(S(=O)(=O)c2ccc(Br)s2)CC1 | 1% | i | 5%
Cc1cccc(N2CCN(c3cc(C)nc4c(-c5ccc(Cl)cc5)c(C)nn34)CC2C)c1 (centres undefined) | 0% | -32%[inhibitor] | -1%
Cc1cccc(Nc2c(-c3cccs3)nc3nc(C)cc(C)n23)c1 | -4% | -4% | ?
Cc1ccccc1CNC(=O)Cn1c(C)c2cnn(-c3ccccc3)c(=O)c2c1C | 6% | -10% | 6%
COc1ccccc1N1CCN(Cc2nnc(-c3ccccc3C)o2)CC1 | -2% | i | 4%
Cc1ccc(C(=O)N2c3ccc(C)cc3C(C)(c3ccccc3)CC2(C)C)cc1 (centres undefined) | 7% | -17% | ?
CC1CCCN(Cc2c(O)ccc3c(=O)c(Oc4ccccc4Cl)c(C(F)(F)F)oc23)C1 (centres undefined) | 0% | -25% | -10%
Cc1ccc(C(C)C)c(OCC(=O)Nc2cccc(-c3nc4ncccc4o3)c2)c1 | ? | -16% | ?
CCOc1ccc(C(=O)Nc2cc(-c3nc4ccccc4o3)ccc2C)cc1Cl | 7% | i | 1%
COC(=O)c1sccc1S(=O)(=O)N(CC(=O)NCc1ccccc1)c1ccc(C)cc1 | -9% | i | -2%
COc1cccc(Cn2c(=O)n(-c3cc(C)cc(C)c3)c(=O)c3oc4ccccc4c32)c1 | -9% | -17% | -29%
COc1ccc(C(CNC(=O)COc2ccc(C)cc2)N2CCCCC2)cc1 (centres undefined) | 1% | 1% | 4%
CC(C)(C)OC(=O)N1CCC(c2c(C(=O)NCc3ccc4c(c3)OCO4)cnn2-c2ccccc2Cl)CC1 | -3% | -4% | -15%
Cc1c2cnn(-c3ccccc3)c(=O)c2c(C)n1C(C)C(=O)Nc1ccccc1C(F)(F)F (centres undefined) | -13% | i | -21%
CN(C)c1cccc(C(=O)N2CCC(c3c[nH]c4ccccc34)(c3c[nH]c4ccccc34)CC2)c1 | 2% | -12% | ?
COc1ccc(-c2noc(-c3ccc(NCc4cccnc4)c([N+](=O)[O-])c3)n2)cc1OC | 0% | i | 14%
O=C(CSc1nc2ccccc2n1Cc1cccc(F)c1)NCc1ccccc1 | -19% | -3% | ?
COc1ccc(-n2ccn(Cc3ccccc3C)c(=O)c2=O)cc1 | -7% | -2% | 6%
COc1ccc(NC(=O)CCCN2C(=O)COc3ccc(C)cc32)cc1OC | -5% | ? | 20%

Shown in markdown: part of the list above.
| structure | GLP1R cytotox | PTHR1 ag | GLP1R inv ag |
| --- | --- | --- | --- |
| CN(C)c1cccc(C(=O)N2CCC(c3c[nH]c4ccccc34)(c3c[nH]c4ccccc34)CC2)c1 | 2% | -12% | ? |
| COc1ccc(-c2noc(-c3ccc(NCc4cccnc4)c([N+](=O)[O-])c3)n2)cc1OC | 0% | i | 14% |
| O=C(CSc1nc2ccccc2n1Cc1cccc(F)c1)NCc1ccccc1 | -19% | -3% | ? |

Carrying on.
SMILES | GLP1R cytotox | PTHR1 ag | GLP1R inv ag
Cc1nn(CC(=O)NCc2cccc(F)c2)c(=O)c2c(C)n(-c3ccc(Cl)cc3)nc12 | -12% | -93%[inhibitor] | 5%
Cc1cccc(C)c1NC(=O)CCS(=O)(=O)c1ccc2c(c1)CC(C)N2C(=O)C1CC1 (centres undefined) | 1% | -34%[inhibitor] | 11%
CCCOc1ccc(-c2cccc(NS(=O)(=O)c3cc(OC)ccc3OC)c2)nn1 | 1% | -41%[inhibitor] | 15%
CCc1ccc(NC(=O)N2CC=C(c3c[nH]c4ccccc34)CC2)cc1 | -21% | i | ?
COc1cc(OC)c(NC(=O)C(Cc2ccccc2)NS(=O)(=O)c2cccc3nsnc23)cc1Cl (centres undefined) | 2% | -15% | 3%
CC(=O)N1c2ccc(S(=O)(=O)N3CCCCCC3)cc2CC1C(=O)NCc1ccccc1C (centres undefined) | -11% | i | 3%
Cc1ccc(NC(=O)Cn2ncc3c4ccccc4n(Cc4ccccc4)c3c2=O)cc1Cl | 1% | -21% | 11%
Cc1ccccc1CN1CCc2nc(N3CCN(c4ncccn4)CC3)ncc2C1 | -7% | -38%[inhibitor] | ?
CCCNC(=O)c1ccc(Cn2c(=O)c3cccn3c3cccnc32)cc1 | -11% | -21% | 9%
CC(C)c1nn2c(=O)cc(COC(=O)c3cccc(NC(=O)CCc4ccccc4)c3)nc2s1 | 7% | -14% | 1%
CCC1CN(S(=O)(=O)c2cc(-c3cc(C)no3)ccc2C)c2cc(C)ccc2O1 (centres undefined) | -14% | -32% | -6%
COc1ccc(-c2nc(CSCC(=O)NCCc3ccc(OC)c(OC)c3)c(C)o2)cc1 | -12% | -101%[inhibitor] | -11%
CCCOc1cccc(C(=O)N(Cc2sccc2C)C2CCS(=O)(=O)C2)c1 (centres undefined) | -11% | i | 4%
COc1cc(OC)c(NC(=O)c2cc(C)nc3c2c(C)nn3-c2ccc(C)cc2)cc1Cl | 1% | i | -24%
O=C(CSc1nc2ccccc2nc1Cc1ccc(Cl)cc1)N1CCN(c2ccccc2)CC1 | 3% | i | 11%
CCS(=O)(=O)N1CC(=O)N(c2cc(C)cc(C)c2)C(C)(C(=O)NC2CCCCC2)C1 (centres undefined) | -1% | i | 4%
Cc1ccc(-n2nc(CO)c(C(=O)NCCCc3ccccc3)n2)cc1 | 4% | -10% | -31%
COCCN(CCOC)c1ncnc2c1c(-c1ccccc1)cn2-c1ccc(C)c(Cl)c1 | -5% | i | ?
Cc1ccc(NC(=O)c2nc(S(C)(=O)=O)ncc2N(Cc2ccco2)Cc2cccs2)c(C)c1 | -9% | i | ?
Cc1ccc(Cl)cc1NC(=O)Cn1ncc2c(C)n(Cc3ccccc3F)c(C)c2c1=O | 1% | i | 22%
CCOc1ccc(NC(=O)C2CCN(c3nnc(C)c4c(C)n(-c5ccccc5)nc34)CC2)cc1 | 5% | i | 2%
CC1CCn2c(nc3cc(C(=O)NCc4ccc(OC(C)C)cc4)ccc32)C1 (centres undefined) | 1% | -11% | 12%
CCOC(=O)c1[nH]c2c(c1Cc1ccccc1C)C(=O)CC(c1cc(OC)ccc1OC)C2 (centres undefined) | -14% | i | 6%
COc1cc(CN(C(=O)COc2ccc(Br)cc2)c2ccccn2)cc(OC)c1OC | -7% | -24% | ?
